Screens as filed in PubChem.
MBD2 DNA inh – inhibitors of MBD2 binding to methylated DNA, primary screen, biochemical, TR-FRET, DNA-binding domain, human; 370,000 tested, 0.31% active; AID 686964, 2013; inhibition, % at 4.4 µM; MBD2 binding to methylated oligonucleotide; Methyl-CpG-binding domain protein 2 (Homo sapiens), Q9UBB5; in the data active = inhibition above about 13%
ADAM17 inh – ADAM17 inhibitors, primary screen, biochemical, QFRET. Disintegrin and metalloproteinase domain-containing protein 17 (Homo sapiens), P78536. recombinant ADAM17, EDANS/DABCYL FRET peptide cleavage. inhibition, % at 6.95 µM. 370,000 tested, 0.83% active. AID 720648, 2013;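 active = inhibition above the mean of compounds lying between control limits plus 3 SD, set per campaign, cut at about 8.5% in these data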;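 note: 0% = DMSO-only wells as the low control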
ARFGAP1 inhibitor – inhibitors of rat ARFGAP1 GAP activity, primary screen, biochemical, fluorescence polarization, GDP tracer | ADP-ribosylation factor GTPase-activating protein 1 (Rattus norvegicus), Q62848 | Arfgap1-stimulated ARF1 GTP hydrolysis, GDP FP detection | inhibition, % at 16.5 µM | 360,000 tested, 0.26% active | AID 651572, 2012;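 active = inhibition above a per-plate limit, mean inhibition of low control wells plus 3 SD, cut at about 25% in these data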;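 note: 0% = DMSO wells with enzyme and 100% = wells lacking Arfgap1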
Target sequence (Q62848 1-136 limits assumed): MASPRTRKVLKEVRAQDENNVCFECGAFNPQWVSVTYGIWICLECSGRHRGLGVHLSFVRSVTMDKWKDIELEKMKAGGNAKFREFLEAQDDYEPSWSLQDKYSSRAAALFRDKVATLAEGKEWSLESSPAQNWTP
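Material: rat Arfgap1 catalytic domain, aa 1-136; also added: human ARF1(Δ1-17)-GTP substrate; compound dosing: one concentration, 16.5 µM, DMSO 1.26%; incubation: GTP hydrolysis reaction 2 h at 25 °C; measured by: Tracer-displacement fluorescence polarization with EDTA stop, 620/688 nm; evaluation: % inhibition from polarization; repeats: one replicate per compound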
DDE Tn7 FP inh – inhibitors of Tn7 peptide binding to fibrin DD(E), primary screen, biochemical, fluorescence polarization, human fibrin, Tn7 probe; FP displacement of FITC-Tn7 peptide from fibrin DD(E); 0% = median of compound wells per plate; inhibition, % at 8.3 µM; 370,000 tested, 0.13% active;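 active = inhibition above the mean of compounds falling within the control limits plus 3 SD of them, cut at about 14% in these data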;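 note: 0% = plate median of compound wells and 100% = 10 µM Aha-Tn7 peptide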
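Assay system: Fibrin-DD(E) protein isolated from polymerized human fibrin clots; read-out basis: percent inhibition; medium: Tris/NaCl/CaCl2 buffer, pH 7.8; signal: FP measurement; incubation: 10 min plus 3 h, room temperature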
UHRF1 binding – UHRF1 methylated DNA binding inhibitors, primary screen, counter-screen for MBD2 inhibitor project, biochemical, TR-FRET, human UHRF1, single concentration | E3 ubiquitin-protein ligase UHRF1 (Homo sapiens), Q96T88 | UHRF1 binding to methylated oligo | inhibition, % at 4.4 µM | 370,000 tested, 0.75% active; in the data active = inhibition above about 21%;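 note: UHRF1 SRA domain binding a hemimethylated CpG hairpin DNA probe; 0% = median of test compound wells and 100% = reference inhibitor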
Target sequence (Q96T88 whole entry, looked up, the tested form may be a part): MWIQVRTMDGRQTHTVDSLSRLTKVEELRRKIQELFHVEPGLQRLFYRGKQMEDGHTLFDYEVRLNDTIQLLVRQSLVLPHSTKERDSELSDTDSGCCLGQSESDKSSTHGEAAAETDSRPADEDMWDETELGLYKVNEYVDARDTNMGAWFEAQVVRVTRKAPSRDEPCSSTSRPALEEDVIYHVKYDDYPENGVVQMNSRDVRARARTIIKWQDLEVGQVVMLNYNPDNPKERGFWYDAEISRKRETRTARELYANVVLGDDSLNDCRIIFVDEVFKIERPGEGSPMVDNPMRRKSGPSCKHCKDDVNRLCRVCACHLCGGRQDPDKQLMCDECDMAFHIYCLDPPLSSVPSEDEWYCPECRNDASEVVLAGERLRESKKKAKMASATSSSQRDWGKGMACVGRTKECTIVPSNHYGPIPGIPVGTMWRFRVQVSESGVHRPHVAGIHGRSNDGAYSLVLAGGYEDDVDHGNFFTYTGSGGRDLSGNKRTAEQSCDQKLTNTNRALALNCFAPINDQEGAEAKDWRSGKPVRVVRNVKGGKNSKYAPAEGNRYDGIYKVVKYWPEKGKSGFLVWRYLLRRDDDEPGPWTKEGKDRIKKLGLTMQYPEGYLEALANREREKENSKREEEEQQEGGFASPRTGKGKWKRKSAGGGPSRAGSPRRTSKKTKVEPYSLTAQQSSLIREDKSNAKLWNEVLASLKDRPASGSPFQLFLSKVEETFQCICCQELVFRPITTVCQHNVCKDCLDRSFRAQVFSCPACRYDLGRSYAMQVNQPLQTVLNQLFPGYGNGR
PLC-gamma1 inh – PLC-gamma1 enzyme inhibitors, primary screen, biochemical, fluorescence, purified enzyme. inhibition, % at 12.2 µM. fluorogenic substrate. 370,000 tested, 0.84% active; in the data active = inhibition above about 9.5%
KLK7 zymogen act – proKLK7 zymogen activators, primary screen, biochemical, fluorescence intensity; 370,000 tested, 0.9% active; AID 652039, 2013; purified proKLK7, EDANS-DABCYL substrate fluorescence; 100% is mature enzyme control, 0% vehicle; Kallikrein-7 (Homo sapiens), P49862; activation, % at 7 µM;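 active = activation above the mean of all tested compounds plus 3 SD, computed per campaign excluding outliers beyond control limits, cut at about 13% in these data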
ASAP1 GAP inh – inhibitors of human ASAP1 ArfGAP activity, primary screen, biochemical, fluorescence polarization | inhibition, % at 16.5 µM | 360,000 tested, 0.19% active | ASAP1-stimulated ARF1 GTP hydrolysis, GDP FP detection | Arf-GAP with SH3 domain, ANK repeat and PH domain-containing protein 1 (Homo sapiens), …; in the data active = inhibition above about 25%;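 note: 0% = vehicle with enzyme and substrate and 100% = no enzyme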
DDE Tn6 FP inh – inhibitors of Tn6 peptide binding to fibrin DD(E), primary screen, biochemical, fluorescence polarization, human fibrin, Tn6 probe. Fibrin DD(E) TRITC-Tn6 fluorescence polarization displacement. inhibition, % at 8.3 µM. 370,000 tested, 0.21% active. Fibrinogen beta chain (Homo sapiens), P02675;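 active = inhibition above a per-campaign cutoff: mean of compounds within control limits plus 3 SD, cut at about 15% in these data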;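 note: 0% = median of all compound wells on the plate and 100% = blocking peptide control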
PLCb3 inh – human PLC-beta3 inhibitors, primary screen, biochemical, fluorescence; 1-phosphatidylinositol 4,5-bisphosphate phosphodiesterase beta-3 (Homo sapiens), Q01970; Purified PLC-beta3, fluorogenic substrate; inhibition, % at 12.2 µM; 370,000 tested, 0.18% active; in the data active = inhibition above about 11%;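 note: 0% = median of compound wells on plate and 100% = full blocker control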
An asterisk follows results filed as active; i = inactive; . = not tested or not shown.

Start of the listing, in advance:
SMILES	MBD2 DNA inh	ADAM17 inh	ARFGAP1 inhibitor	DDE Tn7 FP inh	UHRF1 binding	PLC-gamma1 inh	KLK7 zymogen act	ASAP1 GAP inh	DDE Tn6 FP inh	PLCb3 inh
COC(=O)C1Cc2c([nH]c3ccccc23)CN1C(C)=O (stereo unspecified)	-0.8	-12.6	-7.0	-2.9	0.5	-38.6	0.6	-0.9	-0.1	-45.4
CCOc1cc(/C=N/NC(=O)Cn2nc([N+](=O)[O-])cc2C)cc(Br)c1OCc1ccccc1F	-1.8	-0.9	5.9	-6.3	-1.6	-0.4	0.0	2.7	1.6	4.5

The list itself, from the start:
SMILES	MBD2 DNA inh	ADAM17 inh	ARFGAP1 inhibitor	DDE Tn7 FP inh	UHRF1 binding	PLC-gamma1 inh	KLK7 zymogen act	ASAP1 GAP inh	DDE Tn6 FP inh	PLCb3 inh
COC(=O)C1Cc2c([nH]c3ccccc23)CN1C(C)=O (stereo unspecified)	-0.8	-12.6	-7.0	-2.9	0.5	-38.6	0.6	-0.9	-0.1	-45.4
CCOc1cc(/C=N/NC(=O)Cn2nc([N+](=O)[O-])cc2C)cc(Br)c1OCc1ccccc1F	-1.8	-0.9	5.9	-6.3	-1.6	-0.4	0.0	2.7	1.6	4.5
N#CCCN1CCC(NC(=O)OCc2ccccc2)CCC1=O (stereo unspecified)	-3.8	-1.2	-7.9	3.4	0.6	0.6	0.3	-2.6	0.3	0.6
O=C1CSC(=S)N1/N=C/C=C/c1ccccc1	-9.6	3.7	2.1	0.3	-9.8	-5.3	0.1	-2.1	-4.1	-18.0
CSc1cccc(NC(=O)C2CCN(S(C)(=O)=O)CC2)c1	2.1	-4.1	7.4	7.9	1.4	-0.9	-0.1	1.8	-1.0	1.3
COc1ccc(-c2c(C(F)(F)F)nn(C)c2NC(=O)CSCC(=O)O)cc1	-3.4	-0.6	-0.8	-4.5	-1.1	1.0	0.1	6.4	3.1	-2.1
O=C(NCc1ccccc1)c1ccc(-c2ccc(F)cc2)o1	-7.0	-6.1	13.4	-0.7	2.9	1.1	0.0	7.7	3.4	1.0
COc1ccccc1N(CCC#N)C(=O)COC(=O)CCC(=O)c1ccc(F)cc1	-1.9	1.5	9.7	-0.2	-0.6	-1.8	0.4	0.9	-1.3	-7.8
Cc1cccc(CN2CCN(Cc3ccc4nonc4c3)CC2CCO)n1 (stereo unspecified)	2.5	-4.1	-6.7	3.0	-1.1	-1.7	-0.1	-0.3	-4.6	-10.0
Cc1ccc(C)c(NC(=O)CN(C)C(=O)COc2ncnc3sccc23)c1	1.8	0.7	-14.9	-2.0	1.7	-0.6	0.3	-2.8	-0.5	-3.5
Cc1sc2ncn(CC(=O)NCCCC(=O)N3CCN(c4ccccc4F)CC3)c(=O)c2c1C	1.8	-3.0	1.6	-3.9	0.7	-1.5	0.2	-5.0	-1.5	-1.5
Cc1ccccc1-c1nc(CN2CCC(C(=O)NCCCN3CCOCC3)CC2)c(C)o1	9.4	-5.7	-2.1	7.5	10.9	2.8	-0.7	5.9	-0.3	-3.6
O=C(Cc1ccccc1[N+](=O)[O-])NCCSCc1c(F)cccc1Cl	4.6	-5.2	-2.4	8.5	1.3	-1.8	0.5	-2.4	7.3	0.1
CCOc1cccc(NC(=O)CSc2nc(C)c3c(c2C#N)CCCC3)c1	3.3	1.8	4.9	2.6	1.6	-1.2	0.0	5.9	0.2	-1.8
Cc1c(C)c2cc(Cl)c(O)c(CN3CCCC(C)C3)c2oc1=O (stereo unspecified)	-2.6	i	-0.7	1.4	-6.2	i	41.6*	4.5	8.6	i
Cc1ccc(NS(=O)(=O)c2cc3c(cc2Cl)NC(=O)CO3)cc1C	-0.5	1.8	.	8.9	-0.3	0.9	.	.	2.4	-0.9
COc1ccc(CCNC(=O)COC(=O)c2ccc([N+](=O)[O-])o2)cc1	-3.9	0.5	-0.1	-0.8	-3.3	1.1	-0.4	-4.4	5.7	-2.0
CCCC1NC(=O)c2cc3ccccc3cc2-n2c1nc1cc(Cl)ccc1c2=O (stereo unspecified)	2.5	0.2	1.4	-1.0	0.6	4.5	0.1	1.7	-10.8	1.1
Cc1cccc(NC(=O)c2ccc(Cl)c(S(=O)(=O)N3CCCC3)c2)n1	2.0	3.7	4.3	-8.8	2.5	3.0	-0.2	3.3	-4.4	-3.0
O=C(Nc1ccc(N2CCOCC2)cc1N1CCOCC1)c1ccccc1	1.7	-2.7	-6.2	0.2	-0.7	-1.1	0.2	-4.3	0.9	-7.0
O=C(C1CCN(S(=O)(=O)c2ccccc2)CC1)N1CCCCC1	-2.3	-0.9	-3.4	-2.6	0.3	1.5	-0.6	-5.5	-3.0	-0.4
CC(C)(C)c1ccc(C(=O)N2CCN(CCNC(=O)C(=O)Nc3ccc(F)cc3)CC2)cc1	0.7	-1.9	0.9	3.3	0.7	-1.9	0.1	-10.5	5.1	-3.7
O=C(NNC(=O)c1sccc1-n1cccc1)c1cccs1	-2.5	-1.6	-8.7	1.6	1.4	-2.7	0.5	15.4	-3.5	-0.4
CC(C)C(NC(=O)c1ccccc1F)C(=O)NCCCn1ccnc1 (stereo unspecified)	7.2	-3.3	6.7	-3.7	0.8	2.6	-0.1	0.0	-6.2	-6.3
CCC1Cc2c(nc(N)c3c(N)nc(N4CCCCC4)c(C#N)c23)O1 (stereo unspecified)	2.0	-141.6	-10.4	5.1	-6.4	i	-20.5	5.4	4.6	i
Next part
SMILES	MBD2 DNA inh	ADAM17 inh	ARFGAP1 inhibitor	DDE Tn7 FP inh	UHRF1 binding	PLC-gamma1 inh	KLK7 zymogen act	ASAP1 GAP inh	DDE Tn6 FP inh	PLCb3 inh
COc1ccc(C(=O)N2CCC(N3CCN(c4ccccc4)CC3)CC2)cc1OC	2.8	0.2	13.8	-5.8	-4.0	2.6	-0.1	3.8	6.5	4.7
Cc1onc(-c2c(Cl)cccc2Cl)c1C(=O)NCCc1ccncc1	0.3	-1.7	-2.6	3.6	-1.5	0.8	-1.2	14.9	-1.3	-2.2
C/C(=N\NC(=O)c1cccs1)c1ccncc1	1.9	-6.5	12.3	1.5	5.5	-8.1	-1.3	6.7	-3.1	-11.6
Cn1c(SCc2ccccc2)nnc1-c1cccs1	-5.0	2.5	4.1	-3.9	-0.1	3.9	0.1	-11.1	-3.9	1.3
CC(C(=O)OCc1nnc(-c2ccccc2)o1)N1C(=O)c2ccccc2C1=O (stereo unspecified)	-6.8	1.6	2.3	-4.2	1.6	0.5	0.6	9.8	-7.2	1.6
O=C(O)C/C=C(/NC(=O)OCc1ccccc1)C(=O)OCc1ccccc1	-2.5	2.1	-6.2	-8.3	-1.9	1.7	0.6	-2.0	2.4	-4.9
CCC(C)n1ncn(-c2ccc(N3CCN(c4ccc(O)cc4)CC3)cc2)c1=O (stereo unspecified)	-4.9	0.5	-1.1	3.6	0.0	3.0	0.3	0.9	0.6	-2.8
C=CCNc1nc(C(=O)OCC(=O)Nc2ccccc2C(F)(F)F)cs1	1.4	-4.4	1.9	1.9	-1.2	-0.8	-0.1	-20.9	4.8	-3.2
Cc1ccc(-c2c3c(=O)n(C)c(=O)n(C)c3cn2Cc2ccccc2)cc1	0.5	-5.6	10.9	7.7	-2.5	-8.6	-0.2	-13.4	-2.9	-10.4
CCCSc1nc2c3c(sc2c(=O)[nH]1)CC(C)(CC)OC3 (stereo unspecified)	-6.1	0.4	-0.7	5.2	-2.4	3.2	0.3	-4.5	6.5	0.9
C[C@H]1CN([C@@H](C)CO)C(=O)c2cc(Br)cnc2O[C@H]1CN(C)C(=O)c1ccccn1	-3.0	-5.0	7.6	-3.1	3.1	1.0	-0.7	-1.0	10.4	1.8
Oc1ccc(/C=C/c2ccc3ccccc3n2)cc1	-2.1	-145.9	1.3	1.7	-3.8	i	1.0	16.3	-7.5	i
CC(C)OC(=O)c1cc(C(=O)c2cc(F)ccc2O)coc1=N	-1.1	-37.6	-5.3	1.3	-3.1	-29.2	-4.2	-3.7	-0.1	-42.1
CN(c1ccccc1)S(=O)(=O)c1cccc(NC(=O)c2ccc(=O)[nH]n2)c1	2.7	-0.1	-5.0	-5.9	0.9	5.1	0.5	-0.7	-7.0	-6.8
COc1ccc([N+](=O)[O-])cc1NCC(=O)c1ccc(C)cc1	3.8	0.1	-2.7	7.7	-5.2	-11.1	-1.0	0.0	1.6	-24.1
COc1ccc(CNC(=O)COC(=O)/C=C/c2ccc(Cl)cc2)cc1	-4.8	-4.7	-16.8	-3.8	-2.4	3.5	0.1	-4.3	-5.5	-7.3
O=C(CSc1nc2ccc(Nc3nc(N4CCOCC4)nc(N4CCOCC4)n3)cc2s1)Nc1ccccc1Cl	1.4	-2.7	-3.2	-3.1	-1.0	-3.0	0.3	-6.0	6.5	-7.2
CC(C)C(=O)N1N=C(c2ccc(NS(C)(=O)=O)cc2)CC1c1cccs1 (stereo unspecified)	-4.7	i	3.4	-9.7	-1.4	-149.7	-104.6	-1.6	-10.1	-156.6
CCC[C@H]1[C@@H](OC(=O)NCc2ccccc2Cl)CC[C@@]23CCCN2C(=O)CCC[C@@H]13	-4.6	-0.4	.	1.6	-2.3	2.1	.	.	8.1	1.6
CC(C)NC(=O)C1(C)CCN1Cc1cccc(C#N)c1 (stereo unspecified)	5.2	-5.1	2.3	4.5	2.6	0.7	0.1	3.0	-8.1	0.8
COc1ccnc(CSC(N)=Nc2cccc(C(F)(F)F)c2)c1	-0.1	-7.4	7.0	1.2	-2.3	-29.3	-0.1	11.9	2.4	-32.4
COc1ccc(Br)cc1CNc1ccccc1	3.4	-0.1	6.4	0.0	0.0	-3.6	-0.8	-1.4	1.1	-6.1
CCCOc1ccc2nc(C)c(CCC)c(SC(=N)N)c2c1	2.2	-4.4	-0.8	-5.6	-0.1	-2.3	-0.1	-2.7	-2.6	-3.4
Cc1ccc(C)c(S(=O)(=O)NCCCc2ccccc2)c1	2.5	2.2	-3.7	0.2	-0.1	-0.2	-0.2	20.1	1.4	-9.4
COC(=O)c1cccc(N(C(=O)c2ccco2)C(C(=O)NC2CCCC2)c2ccco2)c1 (stereo unspecified)	-2.8	0.4	3.0	0.6	-0.5	3.6	-0.8	-3.2	-3.6	6.3
COc1cc(C(=O)NCC(c2cccnc2)N2CCN(c3ccccc3)CC2)cc(OC)c1OC (stereo unspecified)	3.6	1.0	2.5	-1.0	-0.2	4.7	-0.1	-1.5	4.3	5.2
CN(C)C(CNc1ncnc2sccc12)c1cccs1 (stereo unspecified)	5.8	-4.3	0.5	1.0	2.4	3.4	0.2	4.5	4.8	2.2
